KCNQ2 block = KCNQ2 channel blockers in CHO-K1 cells – cell-based, FluxOR thallium flux, B-score, primary screen (AID 2156). O88943. B-score at 10 µM. 20 min; stronger effect = lower value. 310,000 tested, 1.1% active;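 active = fluorescence ratio B-score at most minus 3 library SDs, with starting brightness B-score within 2 library SDs, cut at about -5.5 in these data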
CHT inh = inhibitors of human choline transporter CHT. CHT-expressing cells, membrane potential dye, choline response; stronger effect = lower value. B-score at 10 µM. 310,000 tested, 0.86% active. AID 488975;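 active = B-score over 3 SD under the library average, and starting fluorescence ratio not unusually high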;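 also: choline stimulus applied at its EC90 after an EC20 pre-addition; B-score computed on integrated fluorescence ratio after choline addition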
Target sequence (Q9GZV3 whole entry, looked up): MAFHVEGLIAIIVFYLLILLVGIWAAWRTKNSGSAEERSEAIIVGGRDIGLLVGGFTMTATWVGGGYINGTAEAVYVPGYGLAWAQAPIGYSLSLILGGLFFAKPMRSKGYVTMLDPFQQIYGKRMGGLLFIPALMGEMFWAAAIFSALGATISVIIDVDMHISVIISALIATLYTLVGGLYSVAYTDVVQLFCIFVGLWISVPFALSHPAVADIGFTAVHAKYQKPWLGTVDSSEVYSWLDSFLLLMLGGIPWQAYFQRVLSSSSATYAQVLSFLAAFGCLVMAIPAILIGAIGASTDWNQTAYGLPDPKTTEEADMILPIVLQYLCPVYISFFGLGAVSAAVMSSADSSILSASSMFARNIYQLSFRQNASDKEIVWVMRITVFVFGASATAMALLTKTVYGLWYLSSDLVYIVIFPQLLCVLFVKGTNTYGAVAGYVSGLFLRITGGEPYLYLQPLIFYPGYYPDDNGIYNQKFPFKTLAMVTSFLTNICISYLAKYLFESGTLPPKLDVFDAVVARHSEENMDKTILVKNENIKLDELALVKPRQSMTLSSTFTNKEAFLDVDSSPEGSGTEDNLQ
* = called active by the depositor; i = inactive; nt = no result given.

KCNQ2 block	CHT inh	Molecule
i	i	c1ccc(-c2cnnc(-c3ccccn3)n2)cc1
i	i	O=C(N/N=C/c1ccc2c(c1)OCO2)c1sc2cccc(Cl)c2c1Cl
i	i	COC(=O)c1sccc1NC(=O)Nc1ccc(C(C)=O)cc1
i	i	CC1CC(C)CN(c2nc3c(c(=O)n(C)c(=O)n3C)n2C)C1 (configuration not stated)
i	i	CC1CN(CC(=O)Nc2ccc(S(N)(=O)=O)cc2)CC(C)O1 (configuration not stated)
nt	i	CCOC(=O)c1cccc(Nc2nc(C)cc(C)n2)c1
i	i	CCc1ccc(OCC(=O)O/N=C(\N)c2ccncc2)c(Br)c1
i	i	Cc1ccc(N2C(=O)c3sc4nnc(C)c(=O)n4c3C2=O)cc1
nt	i	Cc1ccc2nc(NC(=O)COC(=O)c3ccc(Br)o3)sc2c1
i	i	CN(c1ccccc1)S(=O)(=O)c1cccc(NC(=O)CSc2ncc(C(F)(F)F)cc2Cl)c1
i	i	COc1cccc(CNCc2ccccc2Br)c1OC
i	i	Cc1cc(C)n2ncc(C(=O)NC3CCCCC3)c2n1
i	i	CCN1C(=O)N(CC)C(O)(c2ccccc2)C1(O)c1ccccc1 (configuration not stated)
i	i	O=C(O)CCCC(=O)Nc1ccc(Cl)cc1
i	i	CCc1ccc2nc(SCC(=O)NCC3CCCO3)c(C#N)cc2c1 (configuration not stated)
i	i	COc1cc(Br)c(CC(=O)NC2CC2)cc1OC
i	i	O=C(CCNS(=O)(=O)c1ccc(Cl)cc1)N1CCN(c2ccccn2)CC1
i	i	OCCNC(=S)Nc1ccc(Cl)c(Cl)c1
i	i	CCOC(=O)c1sc(N)c(C#N)c1CSc1nnc(C2CCCCC2)n1N
i	i	Cn1nccc1NC(=O)COCC(=O)O

Further results.
KCNQ2 block	CHT inh	Molecule
i	i	COc1ccc(-c2cc(C(=O)NC(C(=O)O)C(C)C)c(C)o2)cc1OC (configuration not stated)
i	i	O=C(COC(=O)c1ccccc1F)NC1CCCC1
i	i	O=C(O)CCC(=O)N1N=C(c2ccco2)CC1c1ccco1 (configuration not stated)
i	i	COC(=O)c1ccc(NC(=O)CN(C2CCCCC2)S(C)(=O)=O)cc1
i	i	CCOC(=O)N1CCN(S(=O)(=O)c2ccc(C(=O)NNc3nc4c(C)cccc4s3)cc2)CC1
i	i	CC1CCC(NC(=O)c2ccc(S(C)(=O)=O)cc2)CC1 (configuration not stated)
i	i	Cc1cccc(NC(=O)C2CCCN(C(=O)NC3CCCCC3)C2)c1C (configuration not stated)
i	i	Cc1ccc(S(=O)(=O)CC(c2ccccc2)N2CCOCC2)cc1 (configuration not stated)
i	i	COc1ccc(Cc2nnc(NC(=O)c3ccc(OC(C)=O)cc3)s2)cc1OC
i	i	O=C(CCc1nnc(Cc2cccc(C(F)(F)F)c2)o1)NCC(F)(F)F
i	i	Cc1onc(-c2c(F)cccc2Cl)c1-c1nnc(-c2cccc3ccccc23)o1
i	i	O=C(O)c1c[nH]c(=S)n1-c1ccc(F)cc1
i	i	CCn1c(CCNC(=O)c2ccc(OC)cc2)nnc1SCC(=O)Nc1ccccc1F
i	i	CSc1cccc(NC(=O)Cn2cccc2)c1
i	i	Cc1cccc(C)c1OCc1nc2ccccc2c(=O)n1/N=C/c1c[nH]c2ccccc12
i	i	CCc1cccc(CC)c1NC(=S)NCC(c1cccnc1)N1CCOCC1 (configuration not stated)
i	i	CN(C)S(=O)(=O)c1ccc(N2CCCC2)c(C(=O)NCC2COc3ccccc3O2)c1 (configuration not stated)
i	i	C/C(=N/NC(=O)CNC(=O)COc1ccccc1)c1ccc(Cl)cc1
i	i	CCN(C(=O)CCS(=O)(=O)c1cccc2nonc12)c1ccc(F)cc1
i	i	COCCNC(=O)C1CCN(Cc2cccc(OCc3ccccc3)c2)CC1

The list continues.
KCNQ2 block	CHT inh	Molecule
i	i	O=C(Cn1nnc2ccccc21)N/N=C\C=C\c1ccccc1
i	i	COc1ccccc1N1CCN(C(=O)CN(Cc2ccc(Cl)cc2)S(C)(=O)=O)CC1
i	i	Cc1cc(C)cc(NS(=O)(=O)c2ccc(-c3cnc(C4CC4)o3)cc2)c1
i	i	C=CCN(c1ccccc1)S(=O)(=O)c1cc2c(cc1C)NC(=O)CO2
i	i	C=CCN1C(=O)C(=O)N(Cc2nc3ccccc3s2)C1=O
i	i	CC1Sc2ccc(S(=O)(=O)N3CCC(C(N)=O)CC3)cc2NC1=O (configuration not stated)
i	i	O=C(c1cc(-c2ccc(Cl)cc2)nc2ccccc12)N1CCOCC1
i	i	Cc1cc2ccc(C)c(C)c2nc1SCC(=O)c1cccs1
i	i	Cc1ccc(NC(=O)CN2C(=O)S/C(=C\c3cc(C)n(C)c3C)C2=O)cc1
i	i	O=C(N/N=C/c1ccccc1)c1ccco1
i	i	CC(C)CN(C(=O)COC(=O)CNC(=O)c1ccc(Cl)cc1)C1CCS(=O)(=O)C1 (configuration not stated)
i	i	CCOC(=O)N1CCN(C(=O)c2ccc(N(Cc3ccc(Cl)cc3)S(C)(=O)=O)cc2)CC1
i	i	COc1ccc(-c2csc(NCc3ccco3)n2)cc1
i	i	CC1(C)NC(=O)N(CC(O)CNC23CC4CC(CC(C4)C2)C3)C1=O (configuration not stated)
i	i	COc1cc(OC)c(OC)cc1/C=C1\Oc2cc(OS(C)(=O)=O)ccc2C1=O
i	i	CCOC(=O)c1c(NC(=O)CSc2nc3ccccc3s2)sc(C(C)=O)c1C
i	i	c1ccc(-c2cc(N3CCCCCC3)n[nH]2)cc1
i	i	CCNS(=O)(=O)c1ccc(CCC(=O)N2CCc3ccccc3C2)cc1
i	i	O=C(CCc1ccccc1)NNC(=O)c1ccccc1C(=O)O
i	i	CCc1ccc(N2CC(O)(c3cccs3)[N+]3=C2SCCC3)cc1 (configuration not stated)

4 entries from above, as a markdown table.
| Structure | KCNQ2 block | CHT inh |
| --- | --- | --- |
| O=C(CCc1nnc(Cc2cccc(C(F)(F)F)c2)o1)NCC(F)(F)F | i | i |
| Cc1onc(-c2c(F)cccc2Cl)c1-c1nnc(-c2cccc3ccccc23)o1 | i | i |
| O=C(O)c1c[nH]c(=S)n1-c1ccc(F)cc1 | i | i |
| CCn1c(CCNC(=O)c2ccc(OC)cc2)nnc1SCC(=O)Nc1ccccc1F | i | i |

(cont.)
KCNQ2 block	CHT inh	Molecule
i	i	O=C(N/N=C/c1cn(-c2cccs2)nc1-c1ccccc1)c1ccc(O)cc1
i	i	CCN(CC)c1cccc(OCC(=O)N(C)CCC#N)c1
i	i	COc1ccccc1CC(=O)Nc1cccc2c1CCCC2
i	i	COCCn1c(=O)[nH]c2cc(C(=O)OC)ccc2c1=O
i	i	O=C(CCN1CCOCC1)NC1CCCN(Cc2ccccc2F)C1 (configuration not stated)
i	i	COc1ccc(Br)cc1-c1noc(-c2ccncc2)n1
i	i	N#Cc1c(-c2ccccc2)cc(C2CC2)nc1SCC(=O)O
-5.76*	i	CC(=O)c1ccc(-c2cccc(-c3nc4ccccn4c3NC3CCCCC3)c2)cc1
i	i	COC(=O)c1ccc(Cn2cc(C(F)(F)F)ccc2=O)cc1
i	i	CCCCOc1ccc(S(=O)(=O)NNC(=O)c2cc3ccccc3o2)cc1
i	i	COc1cc(OC)cc(-n2nnnc2SCC(=O)NC2CCCC2)c1
i	i	COc1ccc([N+](=O)[O-])cc1/C=N/Nc1nc(N2CCCCC2)nc(N2CCCCC2)n1
i	i	COc1cc(C(C(=O)NCc2ccccc2)N(C(=O)c2snc(C(N)=O)c2N)C2CCCC2)cc(OC)c1OC (configuration not stated)
i	i	C/C(=N\Nc1ccc(C(=O)O)cc1)c1ccc(S(=O)(=O)NCc2ccco2)cc1
i	i	CCSc1nnc(NC(=O)c2cc(-c3ccccc3O)n[nH]2)s1
i	i	CC(C)Cc1cc(C(=O)N2CCC(N3CCC(C(=O)N4CCCC4)CC3)CC2)n[nH]1
i	i	CC1CN(C(=O)c2cc3cc(Cl)ccc3[nH]2)CC(C)O1 (configuration not stated)
i	-5.42*	COc1cc(Br)ccc1NC(=O)c1ccccc1-c1ccccc1C(=O)O
i	i	NC(=O)c1ccc(N2CCC(C(N)=O)CC2)c([N+](=O)[O-])c1
nt	i	COc1c2ccoc2nc2c(OC)c(OC[C@@H](O)C(C)(C)O)ccc12

More structures:
KCNQ2 block	CHT inh	Molecule
i	i	CCN(CC(=O)Nc1ccc(NC(C)=O)cc1)C(=O)COc1ccccc1Cc1ccccc1
i	i	Cc1nc(C)c(C(=O)C2=C(O)C(=O)N(CCN3CCOCC3)C2c2ccco2)s1 (configuration not stated)
i	i	O=c1c2nnn(Cc3ccc(Cl)cc3)c2ncn1Cc1ccc(F)cc1
i	i	COc1cccc(NC(=S)N(CCN(C)C)Cc2cccs2)c1
i	i	CC(=O)Nc1ccc(OC(=O)Oc2ccc(NC(C)=O)cc2)cc1
i	i	CCOCCCN(C(=O)CCC(=O)Nc1cc(C)on1)C(C(=O)NC(C)(C)CC)c1cccc(OC)c1OC (configuration not stated)
i	i	CCOC(=O)C1CCCN(c2c(NCCC(C)C)c(=O)c2=O)C1 (configuration not stated)
i	i	CSCCC(=O)N1CCC(n2nccc2NC(=O)CCCc2ccccc2)CC1
i	i	CCCCOCC(O)CCc1n[nH]c(=S)n1-c1ccccc1 (configuration not stated)
i	i	COCCCNC(=O)c1ccc(Cn2c(=O)c3ccccc3n(Cc3ccccc3C#N)c2=O)cc1
i	i	Cc1nn2c(-c3ccc(Cl)cc3Cl)nnc2s1
i	i	COC(=O)c1ccc(CSc2nnc(-c3c[nH]c4ccccc34)n2-c2ccccc2)cc1
i	i	O=C(Nc1ccc2ccccc2c1)c1cccnc1
i	i	O=C(NCCCn1ccnc1)c1ccco1
i	i	O=C(NCCCN1CCOCC1)c1onc(CSc2ccccn2)c1C(=O)NCCCN1CCOCC1
i	i	Cc1nnc2sc(SCc3ccc(Cl)cc3)nn2c1=O
i	i	Cn1c(=O)n(Cc2ccccc2)c(=O)c2c1nc1n2CCCN1Cc1ccccc1
i	i	C/C=C/COc1nc2c(c(=O)n(C)c(=O)n2C)n1C
i	i	Cc1cc(O)c2c(CN3CCN(Cc4ccccc4)CC3)cc(=O)oc2c1
i	i	O=C(CSc1nccc(=O)[nH]1)Nc1ccc(F)c(Cl)c1

(more compounds)
KCNQ2 block	CHT inh	Molecule
i	i	CCCCCc1cc(O)c2c(C)cc(=O)oc2c1
i	i	O=c1cc(CNc2cc(C(F)(F)F)cc(C(F)(F)F)c2)nc2sccn12
i	i	Cc1ccc(CS(=O)(=O)Cc2ccc(C(=O)NCc3cccs3)o2)cc1
i	i	C/C(=N\NC(=O)c1ccc(OC2OCCOC2Oc2ccc(C(=O)N/N=C(\C)c3ccncc3)cc2)cc1)c1ccncc1 (configuration not stated)
i	i	O=C(NCCS(=O)(=O)N1CCN(Cc2ccccc2)CC1)c1ccc(F)cc1
i	i	COc1cc(NC(=O)c2ccccc2)c(OC)cc1Cl
i	i	Cc1cccc(COCC(Cc2ccccc2)N2CCN(C(=O)c3cc(Cl)cc(Cl)c3)CCC2=O)c1 (configuration not stated)
nt	i	COc1ccc(CCNc2oc(COc3ccccc3F)nc2C#N)cc1OC
i	i	CC1=NN(/C(=N\c2nnc(C)s2)Nc2ccc(C)cc2)[C@H](c2ccc(C)cc2)S1
i	i	CCOc1cc(/C=N/NC(N)=O)cc(Br)c1OCC(=O)Nc1cccc2ccccc12
i	i	Nc1c(C(=O)NCCc2ccccc2)nnn1Cc1ccc(Br)cc1F
i	i	COC(=O)c1cc(CN2CCN(c3ccccc3)CC2)ccc1O
i	i	COc1cc(OC)cc(C(=O)NCC(=O)OCC(=O)C(C)(C)C)c1
i	i	COCCCN(C(C)=O)c1nc(-c2ccccc2)cs1
i	i	N#Cc1ccc(CSc2nnc(Nc3ccccc3)s2)cc1
i	i	CN1CCN(C(CNS(=O)(=O)c2ccc(F)cc2)c2cccnc2)CC1 (configuration not stated)
i	i	Clc1cccc(Nc2nc(N3CCOCC3)nc(N3CCOCC3)n2)c1
i	i	O=C(CCNC(=O)Cn1ccc2ccccc2c1=O)NCCN1CCc2ccccc2C1
i	i	Cn1c2c(c(=O)n3ncnc13)CCCC2
i	i	CC(C)C(=O)NCC(c1cccs1)S(=O)(=O)c1ccc(F)cc1 (configuration not stated)

Other results follow.
KCNQ2 block	CHT inh	Molecule
i	i	COc1ccc(CCNc2oc(-c3ccccc3OC)nc2C#N)cc1OC
i	i	O=S(=O)(c1ccc(Cl)c2ccccc12)N1CCCC1
i	i	O=C(Nc1cc(S(=O)(=O)N2CCCCC2)ccc1N1CCOCC1)c1cc(=O)[nH]c2ccccc12
i	i	CCOC(=O)C1C(=O)NC(N2CCCCC2)=NC1c1ccccc1 (configuration not stated)
i	i	COc1ccc(N2C(=O)CC(Sc3nc4ccccc4s3)C2=O)cc1OC (configuration not stated)
i	i	COc1ccccc1/C=C(/C#N)C(=O)O
nt	i	N/C(=N\OC(=O)c1ccccc1Cl)c1ccc(Cl)cc1
i	i	COc1cc(CNc2ccccc2SC)cc(OC)c1OC
i	i	CC(C)c1nnc(SCc2ccc(CSc3nnc(C(C)C)n3N)cc2)n1N
i	i	Cc1ccc(C(=O)COC(=O)c2n[nH]c(=O)c3ccccc23)cc1

Complete entries from above. Screens in order: KCNQ2 block, CHT inh
`CC(C)c1nnc(SCc2ccc(CSc3nnc(C(C)C)n3N)cc2)n1N` is entered as i, i
`N/C(=N\OC(=O)c1ccccc1Cl)c1ccc(Cl)cc1` is entered as nt, i

7 entries out of the list, arranged by number of heavy atoms, largest number first.
KCNQ2 block	CHT inh	Molecule
i	i	CCN(CC(=O)Nc1ccc(NC(C)=O)cc1)C(=O)COc1ccccc1Cc1ccccc1
i	i	COC(=O)c1ccc(CSc2nnc(-c3c[nH]c4ccccc34)n2-c2ccccc2)cc1
i	i	Cc1onc(-c2c(F)cccc2Cl)c1-c1nnc(-c2cccc3ccccc23)o1
i	i	COC(=O)c1ccc(NC(=O)CN(C2CCCCC2)S(C)(=O)=O)cc1
i	i	COc1cccc(NC(=S)N(CCN(C)C)Cc2cccs2)c1
i	i	O=C(O)CCC(=O)N1N=C(c2ccco2)CC1c1ccco1 (configuration not stated)
i	i	COc1ccc(-c2csc(NCc3ccco3)n2)cc1

Assay outcomes from PubChem BioAssay.
